Source: PubChem BioAssay
XiGFP reactiv: activators of inactive X chromosome reactivation, primary screen, imaging, XiGFP fibroblasts, GFP high-content imaging, set 2. XiGFP mouse fibroblasts, % GFP-positive cells imaging, 3 d; cells co-treated with 5-aza-dC sensitizer; scaled so ellipticine positive control = 100%. activation, % at 7.58 µM. hit rate 0.055% among 360,000. AID 743238, 2013;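 active means mean normalized replicate activation at least 10% and every replicate at or above 10%; inconclusive means only one of the two criteria met; inactive means mean below 10% and not all replicates reach 10%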;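 further: 0% = median of on-plate neutral control wells and 100% = ellipticine 6 µM median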
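System: 68-5-11 XiGFP fibroblast line; Timing: 3 days compound exposure; Compound dosing: one concentration, pinned; Benchmarks: positive control ellipticine, 6 µM final; Buffer or medium: DMEM containing 5-aza-dC.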
S100A4 inh HTS: inhibitors of S100A4-myosin IIA peptide binding, primary screen, biochemical, fluorescence polarization, TAMRA-MyoIIA peptide; inhibition, % at 10.7 µM; hit rate 0.14% among 360,000;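 active means mean inhibition of at least 70% across replicates, with every replicate also reaching that level; inconclusive means mean inhibition reaches 70% but some replicates fall short; inactive means mean inhibition below 70%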
Target sequence (P26447 whole entry, looked up): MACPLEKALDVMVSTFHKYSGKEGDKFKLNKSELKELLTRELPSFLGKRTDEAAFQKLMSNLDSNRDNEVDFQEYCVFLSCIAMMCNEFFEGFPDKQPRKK
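incubation = readout 5 min after mixing, signal stable up to 60 min | system = S100A4 monomer protein | buffer or medium = HEPES pH 7.2 with CaCl2, KCl, NaCl, DTT, Triton | benchmarks = neutral control DMSO, positive control TFP | also added = fluorescent myosin IIA peptide, 5 nM | compound dosing = one concentration per compound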
SIRT5 inh: SIRT5 desuccinylase inhibitors, primary screen, biochemical, fluorescence imaging, single point, set 5. NAD-dependent protein deacylase sirtuin-5, mitochondrial (Homo sapiens), Q9NXA8. Purified SirT5, succinyl-peptide AMC, trypsin-coupled fluorescence. inhibition, % at 15 µM. hit rate 1.1% among 330,000; in the data active means inhibition above about 15%; inconclusive means no clear call, values can overlap the other calls
LGR2 antag: inhibitors of bursicon-induced LGR2 CRE-luciferase signal, primary screen, cell-based, HEK293, CRE-luciferase reporter, bursicon stimulation; Drosophila bursicon receptor LGR2 (rickets); bursicon-stimulated, 4 h; inhibition, % at 9.99 µM; hit rate 0.35% among 380,000;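 active means drop in luminescence signal, shown as inhibition above about 50% in the replicate tests, limit read from the data, passing the limit was not always enough; inconclusive means probably only some replicates passing the limit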;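 further: agonist challenge used bursicon conditioned medium at about half maximal strength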
C2C12 statin: suppressors of statin myotoxicity in C2C12 myotubes, primary screen, cell-based, single point, plate reader | hit rate 0.78% among 330,000 | C2C12 myotubes + simvastatin, ATP luminescence, 48 h; scaled: DMSO 0, geranylgeraniol control 100 | rescue of ATP level, % at 7.49 µM;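 active means mean ATP rescue above about 67%, or every replicate alone reaching that limit, limit read from the data, passing the limit was not always enough; inconclusive means no clear call, values can overlap the other calls; inactive means mean under the limit and some replicate under it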;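 further: myotubes were challenged with 10 µM simvastatin during compound exposure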
Cneo AK release: Cryptococcus neoformans cell lysis inducers, primary screen, AK release luminescence, single concentration. AID 651654, 2012. hit rate 0.2% among 360,000. C. neoformans lysis, adenylate kinase release luminescence, 4 h; normalised: neutral wells 0, clomiphene wells 100. lysis activity, % at 15 µM;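 active means mean lysis activity across replicates of at least 80%, whatever share of replicates individually reach that level; inactive means mean lysis activity below 80%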
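Assay system: C. neoformans cells. Amount: yeast cell density of 5 × 10^6 cells/mL. Technique: AK luminescence. Buffer or medium: YPD. Times: static 4 h at 37 °C with compound, 1 h detection. Dosing: single-point compound dose. Read-out: lysis from increased AK signal.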
PGC1a acetyl inh: inhibitors of PGC1a acetylation signal, primary screen, cell-based, U2OS, AlphaScreen, inhibitor mode. AlphaScreen anti-acetyl-lysine; with virally co-expressed GCN5 acetyltransferase. inhibition, % at 15.6 µM. hit rate 0.17% among 350,000;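 active means every replicate shows inhibition of at least 40%; inconclusive means mean inhibition at least 40% but some replicate below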;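 further: 0% = neutral control wells and 100% = positive control wells; some results beyond the cut were filed as inactive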
ERAP1 inh: human ERAP1 aminopeptidase inhibitors, primary screen, biochemical, single point, plate reader; hit rate 0.15% among 340,000; Endoplasmic reticulum aminopeptidase 1 (Homo sapiens), Q9NZ08; recombinant ERAP1, Leu-AMC fluorescence, 60 min; AID 652197, 2013; inhibition, % at 10.7 µM;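 active means mean replicate inhibition of at least 30%, or all replicates individually reaching that 30% level; inactive means mean below 30% and not every replicate reaching it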;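 further: 0% = neutral control wells and 100% = L-leucinethiol positive control wells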
Target sequence (Q9NZ08 whole entry, looked up): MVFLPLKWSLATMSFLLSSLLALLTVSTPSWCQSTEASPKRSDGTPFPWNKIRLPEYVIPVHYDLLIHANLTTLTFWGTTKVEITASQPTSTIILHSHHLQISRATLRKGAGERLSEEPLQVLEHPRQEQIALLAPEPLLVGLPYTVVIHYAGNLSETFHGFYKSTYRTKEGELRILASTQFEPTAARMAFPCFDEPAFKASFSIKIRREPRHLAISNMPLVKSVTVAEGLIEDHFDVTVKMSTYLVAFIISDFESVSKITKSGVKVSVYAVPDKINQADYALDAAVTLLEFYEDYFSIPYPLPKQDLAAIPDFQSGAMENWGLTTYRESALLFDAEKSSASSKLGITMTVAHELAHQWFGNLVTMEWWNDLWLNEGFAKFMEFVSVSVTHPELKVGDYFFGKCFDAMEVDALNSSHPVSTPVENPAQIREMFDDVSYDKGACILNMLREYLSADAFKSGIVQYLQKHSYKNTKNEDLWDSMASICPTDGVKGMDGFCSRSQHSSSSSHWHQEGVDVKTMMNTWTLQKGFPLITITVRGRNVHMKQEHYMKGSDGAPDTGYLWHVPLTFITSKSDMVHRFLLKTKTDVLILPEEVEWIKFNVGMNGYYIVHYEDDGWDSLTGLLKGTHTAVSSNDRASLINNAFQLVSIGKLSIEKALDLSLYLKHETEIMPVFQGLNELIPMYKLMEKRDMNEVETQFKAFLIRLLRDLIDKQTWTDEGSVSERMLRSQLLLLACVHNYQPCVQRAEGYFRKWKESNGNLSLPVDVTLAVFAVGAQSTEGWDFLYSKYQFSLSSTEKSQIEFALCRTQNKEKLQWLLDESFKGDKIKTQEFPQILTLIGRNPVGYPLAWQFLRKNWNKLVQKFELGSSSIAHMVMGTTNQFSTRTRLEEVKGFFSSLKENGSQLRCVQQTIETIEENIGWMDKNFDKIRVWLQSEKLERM
Numbers without * were called inactive; ? = inconclusive; nt = no result given.

Compound,SIRT5 inh,S100A4 inh HTS,ERAP1 inh,Cneo AK release,PGC1a acetyl inh,XiGFP reactiv,LGR2 antag,C2C12 statin
O=C(Nc1ccccc1)N1CC(=O)N2[C@@H](CO)[C@@H](c3ccc(C#Cc4cccnc4)cc3)[C@@H]2C1,1,3,4,nt,27,0.3,27,nt
Cc1ccc2c(CSc3nncs3)cc(=O)oc2c1,-1,-4,2,-1,4,nt,-44,12
CCCCN1CC(N2CCN(Cc3ccccc3)CC2)CS1(=O)=O (centres undefined),-5,-8,nt,3,-2,-0.1,-9,17
CN(C)C(=O)c1cccc(-c2ccc3c(c2)[C@H]2[C@H](CCN2C(=O)C2CC2)[C@H](CO)N3)c1,1,-9,2,-6,4,0.2,0,1
C=CCn1cccc(C(=O)Nc2ccc(OCC)cc2)c1=O,0,4,-2,nt,15,0.0,-38,-8
C[C@H](CO)N1C[C@H](C)[C@H](CN(C)CC2CCCCC2)Oc2ccc(NC(=O)C3CC3)cc2C1=O,nt,0,-1,-2,-4,-1.2,-2,-29
CCOC(=O)Nc1ccc(OC)c([N+](=O)[O-])c1,-3,-1,-1,-2,nt,0.0,3,-1
O=C(c1nc2ccccn2c1CNCC1OCCc2ccccc21)N1CCOCC1 (centres undefined),-2,-5,4,-5,5,0.0,-6,2
CCc1nc2ccc(C(=O)NCCCN3CCCC3=O)cn2c1N(C)C(=O)C1CCCCC1,3,1,10,1,-25,0.0,-1,13
CCCNC(=O)Nc1ccc2c(c1)C(=O)N(C)C[C@H](OC)[C@H](C)CN(Cc1ccccc1)[C@@H](C)CO2,nt,nt,nt,nt,-1,0.0,-4,2
Cc1nnc(SCC(=O)Nc2sccc2C#N)s1,2,-8,1,5,-1,0.0,0,7
CN(C)c1ccc(C(=O)NC2CCCc3ccccc32)cc1 (centres undefined),-18,1,0,2,3,0.0,-15,2
Cc1ccc(-c2cnc3c(Cl)c(C)nn3c2)cc1,-1,-1,0,-2,0,0.4,57*,-18
CCc1ccc(OCCCC(=O)NCc2ccco2)cc1,2,-3,0,nt,-3,0.0,nt,15
CCNC(=O)[C@@H]1[C@@H](CO)[C@@H]2Cn3c(cccc3=O)[C@@H]2N1C(=O)C1CCCC1,1,4,-1,-1,-8,0.3,10,-22
CO[C@H]1CN(C)C(=O)c2cc(NC(=O)C3CC3)ccc2OC[C@@H](C)N(C(=O)c2cnccn2)C[C@@H]1C,-2,-12,-4,36,9,0.0,3,12
CCOC(=O)/C(=C/c1cn(C)c2ccccc12)NC(=O)c1ccccc1,-2,2,5,nt,nt,0.0,-35,nt
Cc1cc(C)c2nc(N3CCOCC3)c(C#N)cc2c1,1,3,-3,-2,4,0.2,-5,2
CS(=O)(=O)c1cnc(-c2cccnc2)nc1N,1,8,3,nt,nt,0.0,33,nt
CC1(C)C(C(=O)OCC(Cl)(Cl)Cl)N2C(=O)C(NC(=O)Cc3ccccc3)C2S1=O (centres undefined),-3,5,-2,0,nt,0.2,14,20

As a short view, some entries already given:
Compound,SIRT5 inh,S100A4 inh HTS,ERAP1 inh,Cneo AK release,PGC1a acetyl inh,XiGFP reactiv,LGR2 antag,C2C12 statin
CCOC(=O)Nc1ccc(OC)c([N+](=O)[O-])c1,-3,-1,-1,-2,nt,0.0,3,-1
O=C(c1nc2ccccn2c1CNCC1OCCc2ccccc21)N1CCOCC1 (centres undefined),-2,-5,4,-5,5,0.0,-6,2

The list continues.
Compound,SIRT5 inh,S100A4 inh HTS,ERAP1 inh,Cneo AK release,PGC1a acetyl inh,XiGFP reactiv,LGR2 antag,C2C12 statin
CN(C)C(=O)C[C@H]1C=C[C@@H](NC(=O)C2CCC2)[C@@H](CO)O1,0,-22,1,0,-14,0.3,19,-5
COc1cccc(C(=O)Nc2ccc(N3CCCC3)cc2)c1,nt,nt,nt,-11,-7,nt,-50,-215
O=CN1CCN(C(C(=O)NC2CCCC2)c2cc3c(cc2[N+](=O)[O-])OCO3)CC1 (centres undefined),1,0,0,nt,6,0.0,-4,nt
CCc1cc(C(=O)N2CCCC(C(=O)c3ccc(Cl)cc3)C2)no1 (centres undefined),-1,0,0,0,1,0.0,-7,6
COCc1cc(C)n(CC(=O)OC)c(=O)c1C#N,2,-1,-2,nt,nt,0.2,nt,nt
C[C@H](CO)N1C[C@H](C)[C@@H](CN(C)S(=O)(=O)c2cccs2)OCCCC[C@H](C)Oc2ccc(NC(=O)c3ccccc3)cc2C1=O,nt,nt,nt,3,-5,0.2,1,nt
O=C(O)c1cccc(-n2cc(-c3cccc(C(F)(F)F)c3)cn2)c1,-8,-2,-5,nt,nt,0.1,-109,nt
C[C@@H](C(=O)Nc1nc2ccccc2s1)N1C(=O)C2CC=CCC2C1=O (some centres undefined),4,-5,2,nt,-6,0.0,-23,nt
Cc1noc(C)c1NC(=O)N(C)C[C@@H]1Oc2ncc(C#CCC(C)C)cc2C(=O)N([C@H](C)CO)C[C@H]1C,2,11,1,1,2,-1.5,11,21
Cc1cccc(S(=O)(=O)N(C)C[C@@H]2OCc3ccccc3-c3c(n(C)c4ccccc34)C(=O)N([C@H](C)CO)C[C@@H]2C)c1,20*,-11,1,-1,1,0.1,23,5
CCC(=O)N1CC2(C1)CN(S(C)(=O)=O)[C@H](CO)c1[nH]c3cc(OC)ccc3c12,nt,-21,4,nt,-3,0.2,1,nt
COc1ccc(NC(=O)N2C[C@@H](O)COC[C@H]3O[C@@H](CC(=O)N4CCCCC4)CC[C@@H]32)cc1,4,-5,0,-1,8,0.3,3,-7
CCOC(=O)Cc1c(C)c2c(O)cc(O)cc2oc1=O,nt,nt,nt,2,-6,nt,13,10
Cc1ccc(CN2CCN(Cc3cccc4c3OCO4)CC2CCO)cc1 (centres undefined),nt,-3,-3,nt,-5,0.0,-10,1
ON=C1/C(=N\O)CC2(C/C1=N/O)OCCO2,0,12,-2,0,0,nt,-2,19
CC1(C)C(=O)CCC2(C)C1=CCC1C2C(=O)CC2(C)C1CCC2(O)C(=O)CO (centres undefined),-3,-3,1,0,nt,0.0,-3,0
CN(C)CCCNC(=O)C[C@@H]1C=C[C@@H](NS(=O)(=O)c2ccccc2)[C@@H](CO)O1,0,4,3,4,-9,0.5,-14,-1
COCCNc1nc2c(c(=O)n(Cc3cccc(Cl)c3)c(=O)n2C)n1C,-4,-1,8,-1,nt,0.1,10,-1
CC1CCCCN1C(=O)CSc1nnc(-c2ccccc2F)o1 (centres undefined),11,3,2,-1,nt,0.0,-53,29
COc1ccccc1OCCNC(=O)CNC(=O)c1ccc2c(c1)OCO2,-3,-3,1,-2,nt,-0.1,-18,9

Given with two lines to a compound: part of the list above
Results follow in this order: SIRT5 inh, S100A4 inh HTS, ERAP1 inh, Cneo AK release, PGC1a acetyl inh, XiGFP reactiv, LGR2 antag, C2C12 statin
> CC1CCCCN1C(=O)CSc1nnc(-c2ccccc2F)o1 (centres undefined)
  11, 3, 2, -1, nt, 0.0, -53, 29
> COc1ccccc1OCCNC(=O)CNC(=O)c1ccc2c(c1)OCO2
  -3, -3, 1, -2, nt, -0.1, -18, 9

3 compounds from above, showing only S100A4 inh HTS:
SMILES	S100A4 inh HTS
COCCNc1nc2c(c(=O)n(Cc3cccc(Cl)c3)c(=O)n2C)n1C	-1
CC1CCCCN1C(=O)CSc1nnc(-c2ccccc2F)o1 (centres undefined)	3
COc1ccccc1OCCNC(=O)CNC(=O)c1ccc2c(c1)OCO2	-3

(more compounds)
Compound,SIRT5 inh,S100A4 inh HTS,ERAP1 inh,Cneo AK release,PGC1a acetyl inh,XiGFP reactiv,LGR2 antag,C2C12 statin
COc1ccc(NC(=O)C2CCCN(c3ncnc4onc(-c5ccc(F)cc5)c34)C2)cc1 (centres undefined),-3,-2,1,0,-6,0.1,-5,-28
Cc1ccc(N(CN2C(=O)C3C4CCC(C4)C3C2=O)C(=O)c2ccco2)cc1 (centres undefined),0,-1,2,nt,nt,0.2,10,nt
CCCCN1CC(COCc2ccccc2)OCCS1(=O)=O (centres undefined),-1,6,-3,-2,16,0.7,9,1
C[C@@H]1CN([C@@H](C)CO)C(=O)c2cc(C#C[C@@H](C)O)cnc2O[C@H]1CN(C)C(=O)c1ccccc1,2,4,3,-3,4,-0.6,-2,10
CNC(=O)C[C@@H]1CC[C@@H]2[C@@H](COc3ccc(NC(=O)c4ccccc4F)cc3C(=O)N2C)O1,nt,nt,nt,-3,0,0.0,4,5
N/C(=N\NS(=O)(=O)c1ccc(Cl)cc1)c1ccccn1,-5,2,nt,nt,nt,0.0,-10,nt
C[C@@H]1CCCCO[C@@H](CN(C)C(=O)CCCN(C)C)[C@H](C)CN([C@@H](C)CO)C(=O)c2cc(NS(=O)(=O)c3cccs3)ccc2O1,-3,1,1,-2,-3,-0.1,7,nt
C[C@@H]1CN([C@H](C)CO)C(=O)c2cc(-c3cccc(C#N)c3)cnc2O[C@@H]1CN(C)C(=O)C1CC1,1,0,1,61,0,-0.9,19,15
CC1(C)CC(=O)C(C=NCC(N)=O)=C(O)C1,-1,-14,-2,-1,?,nt,-14,-13

In the list so far, two have a furan ring, fused or not.
Compound,SIRT5 inh,S100A4 inh HTS,ERAP1 inh,Cneo AK release,PGC1a acetyl inh,XiGFP reactiv,LGR2 antag,C2C12 statin
CCc1ccc(OCCCC(=O)NCc2ccco2)cc1,2,-3,0,nt,-3,0.0,nt,15
Cc1ccc(N(CN2C(=O)C3C4CCC(C4)C3C2=O)C(=O)c2ccco2)cc1 (centres undefined),0,-1,2,nt,nt,0.2,10,nt

This is a subset; the hit share may differ from the screen's.
